Epigenetic derep: derepresses silenced GFP reporter in murine cells. murine LDR cells, GFP reporter derepression, 30 h. Potency, µM (series often up to 53.9 µM), for inactives: at the top dose GFP activation, actives largely listed as activators. AID 1865. 280,000 tested, 0.2% active; further: potency means the concentration at half of the fitted maximal effect; % of control where 0% means no effect; nearly all actives have a fitted effect of over 60% in size
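Murine LDR cells bearing a silenced CMV-driven GFP reporter were exposed to compound for 30 h at 37 C. After PBS washes, GFP-positive cells (20-120 um objects) counted by laser-scanning microplate cytometry.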
CBFb-RUNX1 inh: blocks binding between human CBF-beta and RUNX1; 230,000 tested, under 10 active; AID 1477; Q01196+Q13951; AlphaScreen CBFb-His/RUNX1-biotin binding, biochemical; Potency, µM (top dose mostly 59.8 µM), without a hit: top-dose activity, negative = inhibition, hits mostly inhibitors; further: % of control where 0% means no effect
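CBF-beta (His) and RUNX1 (biotin), 30 nM each; 20 min preassociation; + compound, 15 min; + beads 50 ng each (Ni, streptavidin), 90 min; RT; AlphaScreen read.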
KinaseGlo FLuc: Kinase-Glo luciferase inhibition (counter-screen) | Q27757 | Kinase-Glo luciferase, ATP luminescence, 8 min | 200,000 tested, 0.28% active | Potency, µM (titrated, usually from 38.3 µM), without a hit: top-dose activity change, negative = inhibition, usual class: inhibitors; further: potency means the concentration at half of the fitted maximal effect; on the % scale 0 is the no-effect control and ±100 the full control effect; nearly all actives have a fitted effect of over 60% in size
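Recombinant Kinase-Glo luciferase, 10 uM ATP (linear range), luciferin; imidazole pH 7.2 / KCl / MgCl2 / Tween / BSA buffer; 8 min RT; luminescence.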
IMPase Li inh: membrane-permeable IMPase blocker, potentiated with lithium | 210,000 tested, 0.35% active | Potency, µM (series often up to 59.4 µM), for inactives: at the top dose activity, negative = IMPase inhibition, hits mostly inhibitors | CHO-M1 cells, IP1 TR-FRET (IP-One), carbachol + lithium;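 further: IP1 builds up when IMPase is blocked and the TR-FRET signal falls; potency means the concentration at half of the fitted maximal effect; plate controls were basal vehicle for no effect and high inhibitor control for full effect; nearly all actives have a fitted effect of over 50% in size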
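CHO cells stably expressing M1 receptor (2000/well) were cultured 16–30 h, then exposed to compounds with a small lithium addition for 30 min at 37C. IP1 was measured by TR-FRET competition; AC50 from Hill fits.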
Lamin A splicing: modulators of lamin A splicing; AID 1487; HeLa LMNA splicing GFP/RFP minigene ratio, 48 h; 200,000 tested, 0.01% active; Potency, µM (titrated, usually from 46.1 µM), without a hit: at the top dose ratio change, negative = inhibition, most hits filed as inhibitors; active means well fitted inhibition curve with a large enough effect in the signal ratio, with a control signal flat, not every such curve was filed as active; inconclusive means small, poorly fitted or top-dose-only effect, or effect the other way, or a change in a side signal; the % refers to the signal ratio; further: potency means the concentration at half of the fitted maximal effect; on the % scale 0 is the no-effect control and ±100 the full control effect
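S3 HeLa cells stably expressing lamin A-EGFP splicing minigene plus DsRed2, 600 cells/well, 48 h compound exposure at 37C. Laser-scanning cytometry; analysed as GFP (500-530 nm)/RFP (575-640 nm) total intensity ratio; 0.5% DMSO vehicle.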
NPSR antag: antagonists of human neuropeptide S receptor cAMP signaling; CHO-NPSR cells, cAMP TR-FRET, antagonist mode; Potency, µM (top dose mostly 38.3 µM), for the others: at the top dose activity change, negative = inhibition, usual class: inhibitors; 220,000 tested, 1% active; AID 1461; further: potency means the concentration at half of the fitted maximal effect; on the % scale 0 is the no-effect control and ±100 the full control effect; nearly all actives have a fitted effect of over 50% in size; many of its hits are not listed in these tables
Target sequence (Q6W5P4 whole entry, looked up): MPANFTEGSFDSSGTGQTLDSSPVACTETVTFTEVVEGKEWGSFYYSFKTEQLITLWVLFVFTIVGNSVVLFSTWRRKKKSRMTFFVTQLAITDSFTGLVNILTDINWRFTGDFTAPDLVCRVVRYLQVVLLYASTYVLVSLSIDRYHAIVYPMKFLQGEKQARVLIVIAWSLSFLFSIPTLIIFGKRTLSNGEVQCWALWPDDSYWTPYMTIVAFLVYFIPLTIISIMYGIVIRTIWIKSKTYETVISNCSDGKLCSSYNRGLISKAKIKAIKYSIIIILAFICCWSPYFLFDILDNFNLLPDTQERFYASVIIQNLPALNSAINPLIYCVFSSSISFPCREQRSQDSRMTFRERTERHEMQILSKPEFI
GLA spleen mod: inhibits or activates alpha-galactosidase in human spleen homogenate | P06280 | human spleen homogenate, 4MU-alpha-Gal fluorescence, 40 min | Potency, µM (top dose mostly 80 µM), for the others: at the top dose activity change, negative = inhibition, most hits filed as inhibitors | 240,000 tested, 0.008% active | AID 2107;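 further: potency means the concentration at half of the fitted maximal effect; 0% = enzyme with vehicle and -100% = no enzyme basal signal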
Target sequence (P06280 32-429 limits assumed): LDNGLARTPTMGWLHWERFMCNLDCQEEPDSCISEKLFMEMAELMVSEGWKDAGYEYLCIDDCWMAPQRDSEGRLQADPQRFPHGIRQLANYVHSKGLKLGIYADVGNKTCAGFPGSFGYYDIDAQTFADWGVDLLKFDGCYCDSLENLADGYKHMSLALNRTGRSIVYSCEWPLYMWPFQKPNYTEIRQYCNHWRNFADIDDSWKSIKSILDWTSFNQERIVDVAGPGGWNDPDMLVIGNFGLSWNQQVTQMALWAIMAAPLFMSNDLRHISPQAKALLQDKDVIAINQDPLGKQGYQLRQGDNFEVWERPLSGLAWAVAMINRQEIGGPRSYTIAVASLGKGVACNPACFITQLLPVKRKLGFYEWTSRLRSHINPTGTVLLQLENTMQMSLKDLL
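Human spleen homogenate (1 ug) as enzyme source, 4-methylumbelliferyl-alpha-D-galactopyranoside 1 mM final, citrate/phosphate pH 5.0 with 0.01% Tween-20. Compounds 40 min at 37C, NaOH/glycine stop; fluorescence Ex 365/Em 440, Hill-fit AC50.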
An asterisk follows results filed as active; ? = inconclusive; nt = not tested or not shown; [ ] = another dose, or the depositor's remark. Unless noted, the call rests on the fitted dose curve; in most records, active means well fitted curve in the direction sought with a large enough effect; inconclusive means small, poorly fitted or top-dose-only effect, or another doubt; inactive means no such curve, though single readings can be large; an effect the other way counts as inactive or inconclusive. The list is partial (hit frequency here may not be typical).

Values run as follows: Epigenetic derep, CBFb-RUNX1 inh, KinaseGlo FLuc, IMPase Li inh, Lamin A splicing, NPSR antag, GLA spleen mod
- O=C(CC1SC(=Nc2ccccc2)N(CCc2ccccn2)C1=O)Nc1ccc(F)cc1 (stereo not given)
 : 0.0%, 11%, -2%, -1%, -11%, -8%, 0%
- OC(CNCc1ccco1)Cn1c2ccccc2c2ccccc21 (stereo not given)
 : -0.7%, -1%, 6%, -3%[38.3 µM], ?, 2%[46.1 µM], 3%
- CCc1nnc(NC(=O)[C@@H](NC(=O)c2cccc(S(=O)(=O)N3CCOCC3)c2)C(C)C)s1
 : -2.1%, 3%, 1%, 12%[38.3 µM], ?, -5%[46.1 µM], -5%
- O=C(NCc1ccccn1)C1CC(c2ccc(F)cc2)=NO1 (stereo not given)
 : 0.1%, -3%, 18%, 17%[38.3 µM], 5%, -10%[46.1 µM], -8%
- CNC(=O)/C(C#N)=C/c1cn(CC(=O)NCc2ccco2)c2ccccc12
 : -1.3%, -8%, -2%, -1%, nt, -19%, -9%
- C=CCNc1oc(-c2ccc(OC)cc2)nc1C#N
 : 0.0%, 7%, 7%, -2%, -10%, -10%[46.1 µM], -2%
- O=c1c(Cc2ccc(F)cc2)c(O)ccn1Cc1ccco1
 : -0.1%, 6%, 2%, -2%, -6%[46 µM], 24%, 4%
- Cn1cccc1C(=O)N1CCC[C@@]2(CCN(Cc3ccc(C#N)cc3)C2)C1
 : nt, nt, -2%, 22%, nt, nt, 3%
- C/C=C\C=C/C(=O)Nc1cccc(C2=NOC3(C2)C[C@H](C(N)=O)N(C(=O)CC)C3)c1 (stereo not given in full)
 : 0.1%, -25%, nt, nt, nt, 35%, 12%
- CCOc1ccc(Cc2n[nH]c(=S)n2Cc2ccccc2)cc1
 : -4.4%, -10%, 2%, 9%, ?, -31%, -1%
- COCCNC(=O)CSc1nc2cc(OC)c(OC)cc2c(=O)n1CCC1=CCCCC1
 : 0.0%, 10%, 0%, 13%, -10%, -10%[46.1 µM], -2%
- O=C(CCCc1c[nH]c2ccccc12)NCc1cccs1
 : -4.2%, -2%, 7%, 6%, -4%[46 µM], -1%, -2%
- CC(=O)Nc1ncc2c(n1)CC(c1ccco1)CC2=O (stereo not given)
 : -3.2%, -5%, 7%, 19%[38.3 µM], 13%, 8%[46.1 µM], 2%
- Cc1ccc(C(=O)Nc2cccc(-c3nc4ncccc4o3)c2)cc1
 : 0.1%, -10%, nt, nt, nt, 3%, 11%
- COc1ccccc1-c1nnc(SCC(=O)Nc2ccc(S(N)(=O)=O)cc2)n1C
 : -1.0%, 6%, 0%, 15%[38.3 µM], 13%, -3%[46.1 µM], -6%
- Cc1nnc(SCCC#N)n(CCC#N)c1=O
 : 0.0%, 9%, -2%, 11%[38.3 µM], -4%, -4%[46.1 µM], -3%
- Cc1ccc2nc(SCC(=O)c3c[nH]c4ccccc34)[nH]c2c1
 : ?, -4%, -2%, 8%, nt, -18%, 8%
- Cc1ccc(Nc2nc(N)nc(CCl)n2)c(C)c1
 : -1.0%, -6%, nt, nt, nt, -33%, 1%
- COCCCNC(=S)Nc1ccc(C)cc1[N+](=O)[O-]
 : 0.0%, 11%, -1%, 6%, ?, 5%, -7%
- Nc1c(C(=O)O)sc2nc(-c3ccccc3)c3c(c12)CCCC3
 : 3.9%, 1%, -2%, -14%, -7%, 4%[46.1 µM], 7%
- Nn1cc(-c2ccccc2)nc1SCC(=O)NCCc1ccccc1
 : -1.6%, -16%, 1%, 19%, -1%[46 µM], 5%, 9%
- O=C1CC(c2ccc(S(=O)(=O)NCCOc3ccccc3)cc2)CN1 (stereo not given)
 : -0.8%, 9%, -5%, -2%[38.3 µM], 7%, 2%[46.1 µM], 4%
- CN1C(=O)CC[C@@H]1c1cccnc1
 : 5.6%[16.9 µM], 9%[21.7 µM], -4%[17.1 µM], 2%, ?, nt, -11%[29.1 µM]
- CCOc1cc([C@@H]2C[C@H]3CN(c4ccccc4)C(=O)[C@]34CCCN24)ccc1OC
 : ?, 14%, nt, nt, nt, 22%, 1%
- Cc1ccc(/C=C/C(=O)Nc2cc(=O)n(C)c(=O)n2C)o1
 : 0.9%, 4%, 3%, 6%, 2%, -14%, 8%
- c1cc2c3c(cccc3c1)NC1(CCCCCC1)N2
 : 2.4%, -2%, -6%, 32%[38.3 µM], 12%, -15%[46.1 µM], 0%
- CCOc1ccc(-c2nnc(NC3=NCCCCC3)o2)cc1
 : -0.1%, 2%, 14%, 20%[38.3 µM], ?, -16%[46.1 µM], -1%
- C/C=C/C=C/C(=O)N1CC[C@]23c4ccccc4N[C@H]4N(C)c5cccc6c5[C@]42CCN([C@H]6C2OC2(C)C)[C@H]13 (stereo not given in full)
 : 1.1%, -22%, nt, nt, nt, -45%, -6%
- CCCCC(=O)Nc1ccc(Cl)cn1
 : 8.3%, -11%, -5%, -2%[38.3 µM], 11%, -3%[46.1 µM], -2%
- Cc1nc(SCC(=O)Nc2ccc(F)cc2)c2oc3ccccc3c2n1
 : 1.9%, 6%, -3%, ?, 14%, ?, 11%
- COc1ccc(-c2noc(C(=O)NCc3ccccc3Cl)n2)cc1OC
 : 1.1%, 17%, 2%, 15%, -4%[46 µM], 0%, 1%
- O=C(NNC(=O)c1sccc1-n1cccc1)c1ccc(Cl)cc1
 : -0.8%, -4%, 1%, 16%[38.3 µM], -19%, -1%[46.1 µM], 0%
- O=C(c1cccc(C(F)(F)F)c1)N1CCc2c([nH]c3ccccc23)C1C(F)(F)F (stereo not given)
 : 3.7%, 15%, nt, nt, nt, 47%, 1%
- CNC(=O)COC(=O)c1ccc([N+](=O)[O-])cc1Cl
 : -0.5%, -3%, 2%, 3%, -15%, 26%, -10%
- CCCN1CCN(C(=O)c2ccc(Sc3ccc(C)cc3)c(NC(C)=O)c2)CC1
 : -1.0%, 4%, -2%, 1%[38.3 µM], 3%, -9%[46.1 µM], 6%
- COC(=O)CN1C(=O)C(O)(CC(=O)c2ccccc2)c2ccccc21 (stereo not given)
 : 2.2%, 4%, -3%, 19%[38.3 µM], -5%, 9%[46.1 µM], -8%
- Cc1cccc(NC(=S)NC2CC3CCC(C2)N3Cc2ccco2)c1 (stereo not given)
 : 0.0%, 2%, -2%, 0%[38.3 µM], 7%, -5%[46.1 µM], 6%
- COc1cc(OC)cc(C(=O)N2CCN=C2SCc2cccnc2)c1
 : -0.1%, -3%, -3%, 7%[38.3 µM], -8%, -7%[46.1 µM], 1%
- C=CCO/N=C(/C)c1ccc(Oc2cnccn2)cc1
 : 1.1%, 0%, 1%, -6%, nt, 12%, 6%
- CCNC(=O)CSc1nc2ccccc2c(=O)n1-c1cccc(OC)c1
 : -2.0%, 20%, 0%, 12%, nt, -4%, 1%

Sorted by number of heavy atoms (largest number first): five of the compounds above
Values run as follows: Epigenetic derep, CBFb-RUNX1 inh, KinaseGlo FLuc, IMPase Li inh, Lamin A splicing, NPSR antag, GLA spleen mod
- CCCN1CCN(C(=O)c2ccc(Sc3ccc(C)cc3)c(NC(C)=O)c2)CC1
 : -1.0%, 4%, -2%, 1%[38.3 µM], 3%, -9%[46.1 µM], 6%
- COc1ccc(-c2noc(C(=O)NCc3ccccc3Cl)n2)cc1OC
 : 1.1%, 17%, 2%, 15%, -4%[46 µM], 0%, 1%
- COC(=O)CN1C(=O)C(O)(CC(=O)c2ccccc2)c2ccccc21 (stereo not given)
 : 2.2%, 4%, -3%, 19%[38.3 µM], -5%, 9%[46.1 µM], -8%
- O=C(NNC(=O)c1sccc1-n1cccc1)c1ccc(Cl)cc1
 : -0.8%, -4%, 1%, 16%[38.3 µM], -19%, -1%[46.1 µM], 0%
- CNC(=O)COC(=O)c1ccc([N+](=O)[O-])cc1Cl
 : -0.5%, -3%, 2%, 3%, -15%, 26%, -10%

The listing continues.
Values run as follows: Epigenetic derep, CBFb-RUNX1 inh, KinaseGlo FLuc, IMPase Li inh, Lamin A splicing, NPSR antag, GLA spleen mod
- CN1CCc2[nH]c3ccc(C(=O)NN)cc3c2C1
 : -1.0%, 6%, -4%, 29%[38.3 µM], -2%, 0%[46.1 µM], -25%
- CS(=O)(=O)c1ccc(C(=O)NCC2(N3CCCCC3)CCCCC2)cc1
 : -1.8%, -1%, 2%, 3%, 6%, 16%, 0%
- Cc1nn(C)c(Oc2cccc(Cl)c2)c1C(=O)Nc1ccc(F)cc1
 : 2.5%, -1%, 1%, 10%[38.3 µM], 8%, -13%[46.1 µM], -2%
- CCOC(=O)c1csc(NC(=O)COc2ccc(Cl)cc2Cl)n1
 : -1.1%, 6%, -4%, 3%, ?, -10%, 3%
- CN(C)c1ccc(C=C2C(=O)OC3(CCCC3)OC2=O)cc1
 : -1.4%, 0%, -1%, 5%, 8%[46 µM], -4%, -11%
- CCOC(=O)N1CCN(C(=O)COc2ccc(Cl)c(C)c2)CC1
 : -1.0%, -3%, -1%, 4%, nt, 15%, 1%
- Cc1nnsc1C(=O)N1CCN(c2ccc(C#N)cn2)CC1
 : -1.1%, 8%, nt, nt, nt, 8%, 1%
- CCN(CC)CCOC(=O)c1ccccc1Br
 : 1.5%, -2%, -2%, -2%, nt, 5%, -5%
- O=C(COc1cccc2ccccc12)NCc1cccnc1
 : -1.5%, 6%, 6%, -1%, ?, 2%, -4%
- CN(C(=O)COC(=O)c1cc(S(=O)(=O)N2CCCCC2)ccc1N1CCOCC1)C1CCS(=O)(=O)C1 (stereo not given)
 : -3.1%, 13%, nt, nt, nt, 2%, -2%
- CCOC(=O)C1(C)Oc2ccc(S(=O)(=O)CC)cc2NC1=O (stereo not given)
 : 4.3%, 4%, -2%, -2%, nt, 12%, 0%
- Cc1ccc(S(=O)(=O)NNC(=O)c2cc3cc4ccccc4nc3s2)cc1
 : -1.3%, -4%, -6%, 3%[38.3 µM], 13%, -19%[46.1 µM], 6%
- COc1ccccc1N1CCN(C(CNC(=O)c2ccc3c(c2)OCO3)c2cccnc2)CC1 (stereo not given)
 : -0.1%, -2%, -2%, -2%[38.3 µM], 8%, -16%[46.1 µM], 2%
- O=C(Nc1cccc(Cl)c1)Nc1cc(S(=O)(=O)N2CCCCC2)ccc1Cl
 : -0.9%, -2%, nt, nt, ?, ?, -1%
- CC(NC(=O)c1cc(Br)ccc1Br)c1ccccc1 (stereo not given)
 : -1.0%, 8%, 0%, 15%, 12%[46 µM], 19%, 4%

Source: PubChem
